# Source: PubChem (National Center for Advancing Translational Sciences (NCATS))
# FBPA Giardia inh = inhibitors of Giardia lamblia fructose-1,6-bisphosphate aldolase | hit rate 0.71% among 290,000 | A8B2U2 | Potency, µM (series often up to 59.6 µM), without a hit: at the top dose activity, negative = inhibition, usual class: inhibitors | purified Giardia FBPA; further: potency means the concentration at half of the fitted maximal effect; nearly all actives have a fitted effect of over 55% in size
# Target sequence (A8B2U2 whole entry, looked up): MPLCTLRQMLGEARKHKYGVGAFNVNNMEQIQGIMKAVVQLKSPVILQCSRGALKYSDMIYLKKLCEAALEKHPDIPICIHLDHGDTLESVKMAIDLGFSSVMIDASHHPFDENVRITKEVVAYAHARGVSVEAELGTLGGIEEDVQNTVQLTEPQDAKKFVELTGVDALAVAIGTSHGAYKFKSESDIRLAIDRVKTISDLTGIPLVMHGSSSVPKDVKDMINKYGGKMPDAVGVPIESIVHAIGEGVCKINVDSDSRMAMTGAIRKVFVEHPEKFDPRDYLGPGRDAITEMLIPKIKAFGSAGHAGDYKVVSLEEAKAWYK
#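 40 nM FBPA preincubated 10 min at RT with compound (up to 57.5 uM final), then substrate plus GAPDH/TPI/NAD/arsenate coupling and diaphorase/resazurin added. Fluorescence read after 20 min at RT, 525/598 nm.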
# HCV inh = blocks hepatitis C virus; Potency, µM (doses to about 41.8 µM), inactives show top-dose activity change, negative = inhibition, usual class: inhibitors; hit rate 3.4% among 340,000; Huh7.5.1 HCVcc-Cre infection, luciferase reporter, 44 h; further: potency means the concentration at half of the fitted maximal effect
#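 Cells (1,000/well) were plated 4 h before compound, then infected with HCVcc-Cre virus (~0.5 moi). After 44 h further culture, infection was read as luciferase luminescence following a 15 min substrate incubation at room temperature.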
# HCMV inh = inhibitors of human cytomegalovirus; HFF cells, HCMV-luciferase reporter, 72 h; stronger effect = lower value; activity change, negative = inhibition, % at 57.5 µM; hit rate 4.5% among 410,000; AID 1259415; in the data active means activity change below about -60%; inconclusive means no clear call, values can overlap the other calls; inactive means above about -39%
#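 After 16 h attachment at 37C, HFF cells received test compound and HCMV-luciferase (1 PFU/cell); reporter luminescence read 72 h later, data normalized against buffer-only and known inhibitor Salinomycin.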
# Sm TGR inh = blocks Schistosoma mansoni thioredoxin glutathione reductase; Q962Y6; purified TGR, DTNB reduction, TNB absorbance 405 nm; Potency, µM (titrated, usually from 114 µM), inactives show top-dose activity change, negative = inhibition, usual class: inhibitors; hit rate 3% among 360,000; further: potency means the concentration at half of the fitted maximal effect; nearly all actives have a fitted effect of over 60% in size
#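 TGR 20 nM + NADPH 100 uM (dispensed conc.), cpd preinc 15 min RT; start with NADPH (500 uM addition) then DTNB (15 mM addition). Kinetic TNB absorbance, 405 nm filter. Four-parameter Hill fit across titration.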
# AmpC no deterg = AmpC beta-lactamase inhibition without detergent; hit rate 0.52% among 330,000; Potency, µM (top dose mostly 57.1 µM), without a hit: at the highest dose activity change, negative = inhibition, hits mostly inhibitors; AID 485341; AmpC nitrocefin hydrolysis, absorbance 480 nm, 0.0001% Triton; P00811;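 further: potency means the concentration at half of the fitted maximal effect; plate controls were no compound for no effect and no enzyme for full effect; nearly all actives have a fitted effect of over 20% in size; some results filed as inactive show a strong effect at the top dose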
# Target sequence (P00811 whole entry, looked up): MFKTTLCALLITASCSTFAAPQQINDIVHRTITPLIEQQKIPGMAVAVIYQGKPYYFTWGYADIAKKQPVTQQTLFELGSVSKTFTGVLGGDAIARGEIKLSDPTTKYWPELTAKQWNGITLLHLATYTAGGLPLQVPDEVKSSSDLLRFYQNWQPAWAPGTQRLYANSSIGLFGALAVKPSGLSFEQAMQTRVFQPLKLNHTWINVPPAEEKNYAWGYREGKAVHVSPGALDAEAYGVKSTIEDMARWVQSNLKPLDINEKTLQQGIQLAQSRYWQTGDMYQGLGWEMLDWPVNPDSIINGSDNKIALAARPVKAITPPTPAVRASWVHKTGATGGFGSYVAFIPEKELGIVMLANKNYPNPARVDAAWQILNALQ
#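 AmpC (5.3 nM in the dispensed reagent) in 20 mM phosphate pH 7.0 with 0.01% (detergent screen) or 0.0001% Triton X-100 was preincubated with compounds for 15 min at room temperature. Nitrocefin was then added from an 800 uM solution, and hydrolysis was followed at 480 nm.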
# AmpC inh detg = AmpC beta-lactamase inhibition with detergent present | AmpC hydrolysis of nitrocefin, absorbance 480 nm, 0.01% Triton | AID 485294 | hit rate 0.041% among 370,000 | P00811 | Potency, µM (top dose mostly 114 µM), inactives show top-dose activity change, negative = inhibition, hits mostly inhibitors;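 further: potency means the concentration at half of the fitted maximal effect; 0% = no-compound wells and -100% = no-enzyme wells; nearly all actives have a fitted effect of over 25% in size; some results filed as inactive show a strong effect at the top dose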
#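 AmpC (5.3 nM in the dispensed reagent) in 20 mM phosphate pH 7.0 with 0.01% (detergent screen) or 0.0001% Triton X-100 was preincubated with compounds for 15 min at room temperature. Nitrocefin was then added from an 800 uM solution, and hydrolysis was followed at 480 nm.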
# The depositor's hits bear a star; u = inconclusive; x = no result given; & = joins results of further samples; [ ] = remark or other dose. Unless noted, the call rests on the fitted dose curve; in most records, active means well fitted curve in the direction sought with a large enough effect; inconclusive means small, poorly fitted or top-dose-only effect, or another doubt; inactive means no such curve, though single readings can be large; an effect the other way counts as inactive or inconclusive. Unless noted, on the % scale 0 is the no-effect control and ±100 the full control effect.
Compound,AmpC inh detg,HCMV inh,Sm TGR inh,HCV inh,AmpC no deterg,FBPA Giardia inh
O=C(Nc1ncc(Cc2ccccc2)s1)C1COc2ccccc2O1 (centres undefined),3%,57,32%,u,-33%,x
CCN(CC)c1ccccc1,-4%,-37,-4%,1%,-4%,x
C=CCNc1cnn(CC(C)=O)c(=O)c1Br,-9%,-12,-4%,2%,-7%,3%
CCc1cccc(OCC(=O)Nc2ccc(S(=O)(=O)Nc3ncccn3)cc2)c1,1%,1,-3%,x,x,x
CC(C)C(=O)Nc1ccc(C(=O)c2ccccc2)cc1,3%,23,-4%,10%,3%,-1%
O=S1(=O)CC(O)C(Nc2ccc(Cl)cc2)C1 (centres undefined),4%,u,2%,1%,-10%,-4%
CC(C)(C)c1ccc(C(=O)Nc2ccc(O)c3c(=O)cc(-c4cccc(Cl)c4)oc23)cc1,-5%,34,-31%,-4%,-33%,-4%
O=C1c2sc3nc4c(c(=O)n3c2C(=O)N1c1ccccc1)CCC4,-3%,u,18µM*,5%,-30%,0%
COc1ccc(-c2nc(CSCC(=O)NC3CCN(Cc4ccccc4)CC3)c(C)o2)cc1OC,0%,-11,-14%,5%,106%[activator],8%
COc1ccc(NC(=O)n2ncc3c(C)cccc32)cc1OC,-1%,89,-5%,-25%,45%,9%

# Full records as entered above. Order of screens: AmpC inh detg | HCMV inh | Sm TGR inh | HCV inh | AmpC no deterg | FBPA Giardia inh
# CC(C)C(=O)Nc1ccc(C(=O)c2ccccc2)cc1 in the list: 3% | 23 | -4% | 10% | 3% | -1%
# O=C(Nc1ncc(Cc2ccccc2)s1)C1COc2ccccc2O1 (centres undefined) in the list: 3% | 57 | 32% | u | -33% | x

# Further structures.
Compound,AmpC inh detg,HCMV inh,Sm TGR inh,HCV inh,AmpC no deterg,FBPA Giardia inh
N#CCCn1cc(/C=N/NC(=O)c2ccncc2)c(-c2ccccc2)n1,2%,-1,7%,8%,-15%,1%
CCCOc1ccc(C2C(C(=O)/C=C/c3ccco3)=C(O)C(=O)N2CCN2CCOCC2)cc1OC (centres undefined),-4%,30,8.9µM*,12%,92%[activator],7.9µM*
CCc1ccc(OCC(O)CN2CCCC2)cc1 (centres undefined),2%,-9,1%,-17%,-17%,-18%
Cc1onc(-c2c(Cl)cccc2Cl)c1C(=O)N1CCc2ccccc21,-10%,-26,27%,16%,7%,-11%
N#CCCN(Cc1cccnc1)C(=S)NC(=O)c1ccco1,4%,5,0%,7%,11%[11.4 µM],10%
Cc1ccc(C(C#N)c2ccc(Cl)nn2)cc1 (centres undefined),-14%,-39,-5%,11%,-18%,-8%
N#Cc1c(Sc2ncc(C(F)(F)F)cc2Cl)nsc1C/C=N\OCc1c(F)cccc1Cl,5%,49,9%,-5%,-56%,-20%
CCC(=O)c1c[nH]c(C(=O)NCC2CCCO2)c1 (centres undefined),-9%,0,-12%,16%,0%,6%
Cc1cc(C)c(NS(=O)(=O)c2c(C)noc2C)c(C)c1,3%,-4,-2%,10%,-15%,-13%
COc1ccccc1NC(=O)c1oc2ccccc2c1NC(=O)COc1ccccc1OC,8%,3,0%,x,x,x
COCCNC(=O)c1c(C)cc(C)cc1C,2%,-14,x,4%,-8%,0%
Cc1ccc(-n2cc(C(=O)c3ccc(N4CCN(C)CC4)cc3)nn2)cc1Cl,8%,-18,3%,16%,-7%,1%
CNC(=S)NNC(=O)c1ccccc1Br,u,15,-1%,16%,-8%,-21%
O=C(c1cn(CC(=O)N2CCCCC2)c2ccccc12)C1CC1,-17%,18,8%,4%,-18%,0%
Cc1ccc(S(=O)(=O)N2CCCC2C(=O)NCc2ccccc2Cl)cc1 (centres undefined),-7%,8,5%,-29%,19%,-3%
CN(C)C(=O)Cn1c(SCC(=O)N2CCCc3ccccc32)nc2ccccc21,-5%,-5,0%,-4%,2%,7%
CCSC1=C(C#N)C(c2ccccc2C)CC(=O)N1 (centres undefined),6%,1,-2%,14%,-29%,4%
Cc1cccc(N=C2NN=C(c3ccccc3F)CS2)c1C,0%,-32,-8%,u,13µM*,3%
N#CN(CC(N)=O)c1nc(N2CCCCC2)nc(N2CCCCC2)n1,-3%,-3,2%,10µM*,-5%,3%
O=C(Nc1cccc(C(F)(F)F)c1)Oc1ccccc1N1CCOCC1,6%,22,8%,11%,u,0%
CCC(=O)N1CCc2cc(Br)cc(S(=O)(=O)N3CCCC(C(=O)Nc4ccc(OC)cc4OC)C3)c21 (centres undefined),23%,13,7%,x,x,x
Clc1ccc(Cn2cnc3ccccc32)cc1,5%,-70*,-15%,u,-14%,5%
CC(NC(=O)CCN1N=C(c2ccccc2)CCC1=O)c1ccc2c(c1)OCCO2 (centres undefined),8%,x,-24%,x,1%,-11%
CC(=O)Nc1ccc(Oc2cncc(Cl)c2)nc1,9%,-9,5%,-11%,-15%,5%
Oc1cc(-c2ccc(N3CCCCC3)nc2)cc2cccnc12,u,x,-12%,x,-24%&-27%,x
CC(C)CCCNc1nc(N2CCOCC2)nc(N2CCOCC2)n1,u,46,-14%,-6%,119%[activator],-5%
Cc1nn(C)cc1CNC(=O)c1cccc(Cl)c1,u,19,8%,21%,-23%,-2%
CN(CC(=O)Nc1c(Cl)cccc1Cl)C(=O)C1=COCCO1,-7%,-9,3%,7%,-22%,x
COc1cc(C(=O)NCC(=O)N/N=C(/C)c2cccs2)cc(OC)c1OC,-4%,9,6%,-4%,6%,2%
CC[C@H](C)/C=C(C)/C=C/C(=O)Cc1cc(O)c(C)c(O)c1C=O,0%,4,28µM*,u,-33%,-21%
Cc1ccc(C)c(NC(=O)Cn2ccn(-c3ccc(F)cc3)c(=O)c2=O)c1,15%,-36,6%,x,x,x
Cc1c(Cl)cccc1NC(=O)c1ncn(-c2ccccc2)n1,5%,36,-5%,x,x,x
COCCNC(=S)N/N=C(\C)c1cccc([N+](=O)[O-])c1,-13%,-2,-28%,-10%,-40%,u
Cc1cccc(C(=O)Nc2cc3c(cc2N2CCCCC2)n(C)c(=O)n3C)c1,0%,19,-11%,x,x,x
COc1ccc(CC2C(=O)Nc3ccc(Br)cc32)cc1OC (centres undefined),23%,-20,12%,x,x,x
Cc1ccc(SCCN2CCC(O)CCC2=O)cc1 (centres undefined),-12%,64,-4%,25%,-6%,0%
CN(C)S(=O)(=O)c1ccc(C(=O)NCc2cccs2)cc1,10%,40,4%,4%,-3%,-2%
O=C(COC(=O)c1ccc2ncsc2c1)Nc1cccc(Cl)c1,10%,6,1%,-8%,-24%,x
Cc1ccc(CNC(=O)CN2C(=O)CCc3cc(S(=O)(=O)N4CCCCC4)ccc32)cc1,8%,15,4%,x,x,x
O=C1CN=C(Nc2ccc(Cl)cc2)N1c1ccccc1,-8%,39,-1%,u,-27%,-1%

# Among those listed so far, 2 have a thiophene ring, fused or not.
Compound,AmpC inh detg,HCMV inh,Sm TGR inh,HCV inh,AmpC no deterg,FBPA Giardia inh
COc1cc(C(=O)NCC(=O)N/N=C(/C)c2cccs2)cc(OC)c1OC,-4%,9,6%,-4%,6%,2%
CN(C)S(=O)(=O)c1ccc(C(=O)NCc2cccs2)cc1,10%,40,4%,4%,-3%,-2%

# Other results
Compound,AmpC inh detg,HCMV inh,Sm TGR inh,HCV inh,AmpC no deterg,FBPA Giardia inh
O=C(N/N=C/c1ccco1)c1cc(-c2cccc(Br)c2)nc2ccccc12,-7%,-63*,-10%,u,-34%,7%
O=C(CSc1nc2ccccc2nc1Cc1ccc(Cl)cc1)Nc1ccc2c(c1)OCO2,-3%,-21,-2%,x,x,x
CN(C)c1ccc(/C=C2\C(=O)NC(=O)N(Cc3ccc(F)cc3)C2=O)cc1,2%,-15,0.79µM*,-1%,-23%,1%
COc1ccccc1CNC(=O)CCC(=O)N1Cc2ccccc2Oc2ncccc21,7%,4,16%,x,x,x
O=C(/C=C/c1cccc([N+](=O)[O-])c1)NCCN1C(=O)S/C(=C\c2ccc(F)cc2)C1=O,-4%,62,-7%,-23%,-20%,-2%
CC(C)C1N=C2c3ccccc3N=C(SCC(=O)NCc3ccc(F)cc3)N2C1=O (centres undefined),-3%,-9,-4%,x,x,x
O=C(NCCc1ccc(Cl)cc1Cl)c1cccnc1,-13%,-1,2%,-2%,-6%,x
COc1ccc2c(c1)c(=O)oc1c(C)c(OCc3cc(C(=O)O)oc3C)ccc12,-8%,u,-7%,3%,-43%,0%
COc1ccc(C(=O)O/N=C(\N)c2ccccc2)cc1OC,-21%,22,12%,1%,-1%,4%
COc1ccc2cc(C(=O)NCCCN3CCCC3=O)[nH]c2c1,0%,88,1%,1%,-6%,-7%
CC(=O)/C(N=Nc1cc(C)ccc1O)=C(\C)O,3%,24,u,12%,-33%,-16%
O=C(CSC1=NCCS1)N1CCOCC1,u,-37,-8%,10%,-13%,0%
O=C(Nc1cccc(C(F)(F)F)c1)c1cnc2n(c1=O)CCS2,-12%,61,0%,-2%,-18%,3%
COCCCNC(=O)c1oc2ccc(S(=O)(=O)N(C)C3CCCCC3)cc2c1C,2%,12,5%,-24%,123%[activator],1%
CCOC(=O)c1cccc(NC(=O)CN(c2ccc(C)cc2)S(=O)(=O)c2c(C)noc2C)c1,8%,32,9%,u,-8%,-12%
Cc1cccc(N2C(=O)CC(SC(=Nc3ccccc3)Nc3ccccc3)C2=O)c1 (centres undefined),-3%,-3,-12%,u,-20%,14%
CCOC(=O)C1(Cc2ccccc2)CCN(Cc2ccc3c(c2)OCCO3)CC1,-7%,-17,6%,8%,51%,-19%
Cc1nc2cccnc2n1C1CCN(C(=O)Nc2ccccc2)CC1,3%,10,1%,x,x,x
COc1cc2ccccc2cc1C(=O)NCC(c1cccs1)N(C)C (centres undefined),0%,63,6%,u,115%[activator],-1%
O=C(/C=C/c1ccccc1Cl)Nc1cccc(O)c1,6%,28,4%,-10%,-25%,-20%
O=C(O)C1CCN(C(=O)c2ccccc2C(=O)N2CCC(C(=O)O)CC2)CC1,2%,2,-1%,25%,-21%,4%
Cc1cnc(C(=O)OCC(=O)Nc2cc(-c3ccccc3)nn2-c2ccccc2)cn1,u,-31,5%,-2%,37%,x
O=C(O)CCc1ccc(-c2ccccc2)n1CC(=O)Nc1cccc(C(F)(F)F)c1,u,-9,-30%,13%,-20%,28%
Cc1ccc(CNC(=O)/C=C/c2ccc(S(=O)(=O)N3CCOCC3)cc2)cc1,-6%,19,5%,11%,-3%,-4%
CCN(CC(=O)Nc1ccc(NC(C)=O)cc1)CC(=O)Nc1ccccc1C(=O)c1ccccc1,3%,-16,6%,u,115%[activator],4%
COc1cccc(CC(=O)OC(C)C(=O)Nc2ccc(N3CCOCC3)cc2)c1 (centres undefined),u,-22,0%,23%,u,x
C=CCNC(=O)c1cn(CC)c2cc(N3CCN(C(=O)c4ccco4)CC3)c(F)cc2c1=O,5%,-35,u,-6%,212%[activator],17%
COc1ccc2c(c1)c1c(c(=O)n(CCc3ccccc3)c(=O)n1Cc1ccccc1)n2C,-1%,33,11%,x,x,x
